Compound activity (PubChem)
IDH1 R132H inh = qHTS for Inhibitors of mutant isocitrate dehydrogenase 1 (IDH1): qHTS; Isocitrate dehydrogenase [NADP] cytoplasmic (Homo sapiens), O75874; Potency, µM (top dose mostly 76.6 µM), for the others: top-dose activity change, negative = inhibition, most hits filed as inhibitors; IDH1-R132H enzyme, NADPH consumption, diaphorase/resazurin fluorescence; 390,000 compounds, 0.093% hits; note: potency is the fitted concentration of half-maximal effect; % is set by controls: 0 for no effect and ±100 for the full control effect; nearly all actives have a fitted effect of over 65% in size
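IDH1-R132H (0.5 ug/mL) preincubated 30 min with compound, then NADPH (0.016 mM) and alpha-KG (2 mM) added; 80 min at RT, pH 7.5. Remaining NADPH coupled via diaphorase/resazurin to fluorescence (540/590 nm); concentration-response curves normalized to no-enzyme control.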
Pin1 inh = qHTS Assay to Find Inhibitors of Pin1 | Peptidyl-prolyl cis-trans isomerase NIMA-interacting 1 (Homo sapiens), Q13526 | Pin1 FP peptide displacement, HiFluor488, 10 min | 390,000 compounds, 0.009% hits | Potency, µM (top dose mostly 115 µM), for inactives: top-dose activity, negative = inhibition, usual class: inhibitors; active = well fitted inhibition curve with a large enough effect in the polarisation, with a control signal flat, not every such curve was filed as active; inconclusive = small, poorly fitted or top-dose-only effect, or effect the other way, or a change in a side signal; inactive = no such curve, though single readings can be large or run the other way; the % refers to the polarisation; note: potency is the fitted concentration of half-maximal effect; % is set by controls: 0 for no effect and ±100 for the full control effect
Target sequence (Q13526 whole entry, looked up): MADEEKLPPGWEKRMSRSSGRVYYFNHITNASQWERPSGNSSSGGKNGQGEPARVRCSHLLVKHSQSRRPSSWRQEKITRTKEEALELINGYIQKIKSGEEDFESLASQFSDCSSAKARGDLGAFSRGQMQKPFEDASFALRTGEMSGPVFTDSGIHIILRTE
rTrxR1 inhibitor = qHTS Assay for Inhibitors of Mammalian Selenoprotein Thioredoxin Reductase 1 (TrxR1): qHTS. recombinant rTrxR1, NADPH fluorescence consumption, selenite substrate. Potency, µM (doses to about 114 µM), for the others: at the top dose activity change, negative = inhibition, usual class: inhibitors. 390,000 compounds, 1% hits; note: potency is the fitted concentration of half-maximal effect; % is set by controls: 0 for no effect and ±100 for the full control effect; nearly all actives have a fitted effect of over 65% in size
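Rat TrxR1 (90 nM in the dispensed reagent) was pre-reduced with 400 uM NADPH for 5 min at room temperature, then incubated with compound for 15 min. After 400 uM selenite was added, NADPH fluorescence (Ex 340/Em 450 nm) was followed for 8 min.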
TRHR agonist = qHTS for Small Molecule Agonists and Allosteric Enhancers of Human TRH Receptor: Primary Screen for Agonists | TRHR cells, calcium flux fluo-8, FDSS agonist mode | 360,000 compounds, 0.18% hits | activation, % at 2 µM; in the data active = activation above about 30%; note: 0% is about no effect
Target sequence (P34981 whole entry, looked up): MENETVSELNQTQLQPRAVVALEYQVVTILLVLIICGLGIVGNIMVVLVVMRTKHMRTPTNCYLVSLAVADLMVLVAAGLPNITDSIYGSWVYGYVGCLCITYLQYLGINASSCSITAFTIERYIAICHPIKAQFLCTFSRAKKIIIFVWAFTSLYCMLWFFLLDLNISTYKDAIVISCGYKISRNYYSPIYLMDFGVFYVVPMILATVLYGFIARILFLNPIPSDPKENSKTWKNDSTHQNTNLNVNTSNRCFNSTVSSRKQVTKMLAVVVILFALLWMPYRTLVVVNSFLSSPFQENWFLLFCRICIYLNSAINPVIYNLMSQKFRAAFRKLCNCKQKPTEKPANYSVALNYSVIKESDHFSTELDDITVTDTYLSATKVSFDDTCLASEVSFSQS
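Agonist-mode FDSS calcium read (Ex 480/Em 530, 1 s cycles) in 1536-well TRHR cells with fluo-8 dye, after 10-cycle baseline and 23 nL compound addition; TRH at EC20 (10 nM final) added afterwards for the enhancer phase.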
D2 ag = HTS Assay for Allosteric Agonists of the Human D2 Dopamine Receptor: Primary Screen for Agonists | activation, % at 2 µM | HEK293 T-REx D2 cells, calcium flux agonist mode | 340,000 compounds, 0.53% hits;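 active = activation over 3 SD above normal in the single-dose calcium agonist read, cut at about 30% in these data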; note: 0% is about no effect
Target sequence (P14416 whole entry, looked up): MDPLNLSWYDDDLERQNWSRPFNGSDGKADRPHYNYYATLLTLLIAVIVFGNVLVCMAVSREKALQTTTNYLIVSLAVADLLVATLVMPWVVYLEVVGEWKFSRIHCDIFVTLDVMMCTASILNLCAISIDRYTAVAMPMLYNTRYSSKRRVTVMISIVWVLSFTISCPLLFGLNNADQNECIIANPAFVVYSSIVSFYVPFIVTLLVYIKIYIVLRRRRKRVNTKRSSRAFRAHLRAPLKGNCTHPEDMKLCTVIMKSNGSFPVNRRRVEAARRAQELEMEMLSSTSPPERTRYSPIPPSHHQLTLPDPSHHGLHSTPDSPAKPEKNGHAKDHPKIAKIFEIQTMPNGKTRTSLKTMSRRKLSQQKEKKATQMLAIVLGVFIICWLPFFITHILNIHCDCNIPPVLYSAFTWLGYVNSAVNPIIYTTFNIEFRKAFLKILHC
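HEK293 Trex D2 cells, tetracycline-induced, o/n 30 C 5% CO2; no-wash Ca dye, RT 30–90 min; 10-cycle baseline, 23 nl cpd added, kinetic Ca read 180 s; agonist hits = positive Ca response.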
TRHR PAM = qHTS for Small Molecule Agonists and Allosteric Enhancers of Human TRH Receptor: Primary Screen for Enhancers. Thyrotropin-releasing hormone receptor (Homo sapiens), P34981. TRHR cells, fluo-8 calcium fluorescence, EC20 TRH enhancement. enhancement, % at 2 µM. 360,000 compounds, 0.66% hits. AID 493056, 2011; in the data active = enhancement above about 30%; note: 0% is about no effect
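TRHR-expressing cells loaded with fluo-8 calcium dye were read kinetically (ex 480/em 530) during compound addition, then stimulated with an EC20 of TRH (10 nM final). Enhancement of the Gq-mediated intracellular calcium response was scored.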
D2 antag = HTS Assay for Allosteric Antagonists of the Human D2 Dopamine Receptor: Primary Screen for Antagonists. 340,000 compounds, 2% hits. HEK293 TREx D2 cells, calcium flux, dopamine EC80. D(2) dopamine receptor (Homo sapiens), P14416. inhibition, % at 10 µM; in the data active = inhibition above about 30%; note: 0% is about no effect
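Read-out: kinetic calcium fluorescence (1 cycle/s) in inducible HEK293 T-REx D2 cells after an EC80 dopamine addition that followed 180 s compound preincubation. Loss of the dopamine response indicates antagonism.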
TrxR1 substrate = qHTS Assay for Substrates of Mammalian Selenoprotein Thioredoxin Reductase 1 (TrxR1): qHTS. purified TrxR1 substrate turnover, NADPH consumption readout. Potency, µM (doses to about 114 µM), inactives show top-dose activity change, negative = substrate turnover. 390,000 compounds, 0.01% hits; note: potency is the fitted concentration of half-maximal effect; % is set by controls: 0 for no effect and ±100 for the full control effect; nearly all actives have a fitted effect of over 50% in size
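Rat TrxR1, dispensed at 90 nM, was prereduced with 400 uM NADPH (final) for 5 min at ~22 deg C, then incubated with compound 15 min before 400 uM selenite. A first-read NADPH fluorescence drop versus no-compound background flagged substrates.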
USP1-UAF1 inh = Inhibitors of USP1/UAF1: Primary Screen. Potency, µM (highest dose often 57.1 µM), without a hit: top-dose activity change, negative = inhibition, hits mostly inhibitors. AID 743255, 2014. recombinant USP1/UAF1, Ub-Rhodamine cleavage fluorescence. 390,000 compounds, 0.23% hits; note: potency is the fitted concentration of half-maximal effect; % is set by controls: 0 for no effect and ±100 for the full control effect; nearly all actives have a fitted effect of over 60% in size; inactives centre near -12
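USP1/UAF1 complex at 1 nM was preincubated with compound for 15 min at room temperature, then Ub-Rho substrate (150nM final) was added. Fluorescence (480/540 nm) was read kinetically, 6 reads every 60 seconds.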
Numbers without * were called inactive; ? = inconclusive; nt = no result given; [ ] = another dose, or the depositor's remark. Unless noted, calls come from the whole dose curve; as a rule, active = well fitted inhibition curve with a large enough effect; inconclusive = small, poorly fitted or top-dose-only effect; inactive = no such curve, though single readings can be large or run the other way. Only part of the results is shown; rates above refer to the full screens.

Each structure is followed by: D2 ag	D2 antag	IDH1 R132H inh	TRHR agonist	TrxR1 substrate	USP1-UAF1 inh	rTrxR1 inhibitor	Pin1 inh	TRHR PAM
FC(F)(F)c1ccncc1-c1nnnn1-c1ccc(Cl)cc1
 : nt	nt	2%	-0.3	7%[57.1 µM]	-8%	16%[57.1 µM]	4%	1
CN(CC(=O)NCc1cccs1)CC(=O)Nc1ccc(F)c(F)c1F
 : -0.4	-6	3%	-0.9	-15%	-17%	-19%	-3%	-2
O=C(NC(Cc1ccccc1)c1nc2ccccc2[nH]1)c1ccc(Cl)c([N+](=O)[O-])c1 (stereo not drawn)
 : -0.4	7	9%	-0.2	8%[57.1 µM]	?	11%[57.1 µM]	1%	-6
COCC(C)OC(=O)C(C#N)c1nc2ccccc2nc1N1CCN(Cc2ccccc2)CC1 (stereo not drawn)
 : 2.3	19	7%	1.0	-3%[57.1 µM]	-3%	-9%[57.1 µM]	?	-3
CCCC(=O)Nc1cc(-c2nnc3c4ccccc4c(C)nn23)ccc1C
 : 0.4	nt	-9%	0.3	48%[activator]	-28%	38%[activator]	3%	9
Cc1ccc(C(=O)Oc2ccc(C(=O)COC(=O)c3cnccn3)cc2)cc1
 : nt	nt	-4%	0.0	5%[57.1 µM]	-2%	9%[57.1 µM]	2%	-4
COC(=O)CCN(c1ccccc1)C(CNS(=O)(=O)c1ccccc1)c1ccccc1 (stereo not drawn)
 : -1.1	nt	nt	-1.8	0%	-25%	21%	6%	6
Cc1nnc(SCCn2c(N3CC(C)CC(C)C3)nc3c2c(=O)n(C)c(=O)n3C)s1 (stereo not drawn)
 : 1.1	-28	-6%	0.2	-12%	-5%	-9%	-14%	13
COC(=O)c1ccc(CSc2nnc(C)s2)cc1
 : 1.2	19	4%	0.3	-4%[57.1 µM]	-13%	15%[57.1 µM]	-4%	8
CCN(CC)CCCCNc1ncc2cc(-c3cc(OC)cc(OC)c3)c(NC(=O)NC(C)(C)C)nc2n1
 : 0.5	-5	5%	0.5	22%	-24%	22%	-3%	-3

Arranged by SMILES length (highest first): some entries from above.
Each structure is followed by: D2 ag	D2 antag	IDH1 R132H inh	TRHR agonist	TrxR1 substrate	USP1-UAF1 inh	rTrxR1 inhibitor	Pin1 inh	TRHR PAM
COC(=O)CCN(c1ccccc1)C(CNS(=O)(=O)c1ccccc1)c1ccccc1 (stereo not drawn)
 : -1.1	nt	nt	-1.8	0%	-25%	21%	6%	6
Cc1ccc(C(=O)Oc2ccc(C(=O)COC(=O)c3cnccn3)cc2)cc1
 : nt	nt	-4%	0.0	5%[57.1 µM]	-2%	9%[57.1 µM]	2%	-4
CCCC(=O)Nc1cc(-c2nnc3c4ccccc4c(C)nn23)ccc1C
 : 0.4	nt	-9%	0.3	48%[activator]	-28%	38%[activator]	3%	9
CN(CC(=O)NCc1cccs1)CC(=O)Nc1ccc(F)c(F)c1F
 : -0.4	-6	3%	-0.9	-15%	-17%	-19%	-3%	-2
FC(F)(F)c1ccncc1-c1nnnn1-c1ccc(Cl)cc1
 : nt	nt	2%	-0.3	7%[57.1 µM]	-8%	16%[57.1 µM]	4%	1

Continued:
Each structure is followed by: D2 ag	D2 antag	IDH1 R132H inh	TRHR agonist	TrxR1 substrate	USP1-UAF1 inh	rTrxR1 inhibitor	Pin1 inh	TRHR PAM
COc1ccc(CCNC(=O)CCCn2c(=O)c3cccn3c3ccccc32)cc1OC
 : -0.4	nt	-8%	-0.4	1%	-8%	39%[11.4 µM]	-1%	6
O=C(O)CCC(=O)Nc1ccc(SSc2ccc(NC(=O)CCC(=O)O)cc2)cc1
 : 0.3	6	7%	0.2	-9%[57.1 µM]	-15%	152%[activator][57.1 µM]	-7%	6
COC(=O)c1cccnc1-n1c(=O)c2cccnc2n(Cc2ccc(Cl)cc2)c1=O
 : 0.9	9	0%	0.6	0%	-14%	7%	-2%	3
COc1ccc2sc(N3C(=O)C4CC=C(C)CC4C3=O)nc2c1 (stereo not drawn)
 : -0.7	27	6%	0.0	5%	-12%	-8%	?	-5
CS(=O)(=O)c1oc(-c2ccc(F)cc2)nc1S(=O)(=O)c1ccc(Cl)cc1
 : 14	nt	-11%	0.6	11%	-24%	0.5µM*	-24%	49*
O=C(O)[C@H](Cc1ccccc1)NC(=O)N1CCN(c2cccc(C(F)(F)F)c2)CC1
 : -1.8	11	-8%	0.2	0%	-22%	-12%	1%	1
O=C(NC1CCOCC1)C1CCC(=O)N(Cc2ccc(Cl)cc2)C1 (stereo not drawn)
 : nt	nt	-1%	0.3	5%	2%	8%	-1%	-7
CCOc1cc(C#N)c(NC(=O)c2ccnn2C)cc1OCC
 : 1.0	-7	4%	-0.1	1%[57.1 µM]	-16%	15%[57.1 µM]	-2%	-3
CCNC(=S)N(Cc1c(C)noc1C)c1ccccc1
 : 1.0	-1	-1%	-0.1	-8%	-1%	-7%	-7%	-1
COc1ccc(CCN2CC(C(=O)N(C)CCc3cn[nH]c3)CCC2=O)cc1 (stereo not drawn)
 : 0.1	6	-2%	0.0	1%	-24%	12%	-7%	-6
Cc1ccc(C(=O)N2CCN(c3ccc([N+](=O)[O-])c(NCc4cccnc4)c3)CC2)cc1
 : -3.1	8	9%	-0.4	-23%[57.1 µM]	-10%	6%[57.1 µM]	5%	1
Cc1ccccc1CNC(=O)CN(c1ccccc1Cl)S(C)(=O)=O
 : nt	nt	-2%	-1.3	-2%	-19%	15%	-9%	0
COc1ccc(-c2nc(SCC(=O)N3CCN(c4ccc(F)cc4)CC3)n[nH]2)cc1
 : 0.3	nt	-9%	-0.7	-5%[57.1 µM]	-17%	-3%[57.1 µM]	-2%	-1
Cc1c(NC(=O)c2ccc(S(=O)(=O)N3CCOCC3)cc2)cccc1[N+](=O)[O-]
 : 0.6	-2	2%	-0.3	-4%	-5%	-2%	-3%	-3
COc1ccc(OCC(=O)O/N=C(\N)c2ccc(OC)cc2)cc1
 : 0.3	-6	1%	-0.1	-12%	-18%	0%	4%	4
CCOc1ccc(CNC(=O)c2ccc3c(Cl)c4c(nc3c2)CCCC4)cc1
 : 0.9	nt	-4%	0.6	-2%	-18%	25%	3%	6
COc1ccc2[nH]c(=O)c(-c3nnn(-c4ccc(Cl)nc4)n3)cc2c1
 : nt	nt	16%	nt	8%	?	-12%	-9%	nt
COc1ccc(C(=O)NC(=S)NC(C)(C)C)cc1Br
 : -0.1	2	10%	1.1	-8%	-10%	?	1%	-3
COn1c(-c2ccc(Cl)cc2)nc2ncccc21
 : -2.0	-17	0%	-2.4	13%	-22%	-11%	10%	1
COc1ccc(-c2nc3c(c4nnc(SC(C)C(=O)Nc5ccc(C)cc5)n24)COC(C)(C)C3)cc1 (stereo not drawn)
 : nt	-3	-1%	-0.5	9%[57.1 µM]	-17%	0%[57.1 µM]	-1%	-1
CCC(C)Sc1nnc(Cc2cc(=O)[nH]c(=O)[nH]2)n1-c1ccc(F)cc1 (stereo not drawn)
 : -1.4	-15	8%	-0.5	2%	?	0%	?	12
CCOC(=O)C1CCN(C(=O)Cn2cc(C#N)c3ccccc32)CC1
 : -1.5	13	-1%	0.7	4%[57.1 µM]	-14%	-3%	5%	-2
O=C(CNC(=O)c1ccc(Br)cc1)NCC(=O)OCC(=O)c1ccc([N+](=O)[O-])cc1
 : 0.2	15	0%	-0.5	0%	-1%	7%	6%	0
Nc1nc(-c2ccccc2Br)cs1
 : 1.0	-3	0%	0.3	2%	-7%	19%	0%	-5
O=C(COc1ccccc1Cl)Nc1ccc(C(=O)c2ccc(C(=O)O)cc2)cc1
 : 0.0	4	3%	0.1	-3%	-13%	13%	29%	-1
OCC1(CCOc2ccccc2)CCN(Cc2cc(Cl)ccc2O)CC1
 : 2.4	4	4%	0.3	-7%[57.1 µM]	-21%	10%	5%	1
COc1cccc(-n2nnc3c(=O)n(Cc4cccc(C)c4)cnc32)c1
 : 1.2	4	-4%	-1.5	1%	-17%	13%	9%	20
COc1cccc(NC(=O)c2cnc(SCC(=O)NCc3ccc4c(c3)OCO4)n(C)c2=O)c1
 : -0.5	10	2%	0.2	15%	-12%	0%	?	-11
O=C(CC1(O)C(=O)N(Cc2cccc3ccccc23)c2ccccc21)c1cccnc1 (stereo not drawn)
 : nt	nt	6%	-1.5	-10%	-2%	-5%	-6%	3
CNC(=S)N/N=C/c1ccc(-c2ccc(Cl)c([N+](=O)[O-])c2)o1
 : -0.5	-16	-4%	-1.2	-9%[57.1 µM]	-4%	-4%[57.1 µM]	-13%	0
